Chronic BCR inh: qHTS Assay to Find Inhibitors of Chronic Active B-Cell Receptor Signaling; ABC-DLBCL IkBa-CBG/CBR reporter, luminescence ratio, 4 h; hit rate 0.05% among 340,000; AID 493014, 2011; Potency, µM (series often up to 46.1 µM), without a hit: at the highest dose ratio change, negative = lower green/red ratio, hits mostly inhibitors; active means well fitted inhibition curve with a large enough effect in the signal ratio, with a control signal flat, not every such curve was filed as active; inconclusive means small, poorly fitted or top-dose-only effect, or effect the other way, or a change in a side signal; the % refers to the signal ratio;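 further: potency means the concentration at half of the fitted maximal effect; plate controls were basal doxycycline-induced cells for no effect and cells given 10 µM MG132 for full effect; MG132 reads +100%, hits lower the ratio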
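TMD8 human ABC-DLBCL cells with doxycycline-inducible IκBα–green luciferase fusion and unfused red luciferase, in 0.5% FBS medium; compounds up to 46 uM, 4 h at 37C. Green/red luminescence ratio, filter-overlap corrected, fitted to concentration-response curves.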
Eya2 phos inh: qHTS Assay for Inhibitors of the Phosphatase Activity of Eya2. recombinant Eya2, OMFP fluorescence dephosphorylation (OMFP is methylfluorescein phosphate). Potency, µM (titrated, usually from 76.9 µM), inactives show top-dose activity, negative = inhibition, hits mostly inhibitors. hit rate 0.006% among 330,000; further: potency means the concentration at half of the fitted maximal effect; on the % scale 0 is the no-effect control and ±100 the full control effect
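Eya2 (0.2 uM) preincubated 10 min at ambient with compound, then OMFP substrate added at 50 uM; 10 min reaction in 50 mM HEPES pH 7.5, 50 mM NaCl, 5 uM MgCl2, 0.05% BSA, 1 mM DTT. Fluorescence read at Ex 485/Em 525 nm.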
S-ASM inh: Inhibitors of Secretory Acid Sphingomyelinase (S-ASM): qHTS. Sphingomyelin phosphodiesterase (Homo sapiens), P17405. placental ASM, HMU-PC fluorogenic substrate, 60 min. Potency, µM (highest dose often 57.5 µM), for the others: top-dose activity change, negative = inhibition, hits mostly inhibitors. hit rate 0.006% among 340,000; further: potency means the concentration at half of the fitted maximal effect
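Steps: dispense placental human ASM, pin compound, wait 10 min at room temperature, add HMU-PC0 substrate at 9 uM final, incubate 60 min at 37 °C, add stop solution raising pH to 10, read fluorescence.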
Mito fusion yeast: qHTS Assay for Small Molecule Inhibitors of Mitochondrial Division or Activators of Mitochondrial Fusion | hit rate 0.23% among 320,000 | Potency, µM (highest dose often 46.1 µM), inactives show top-dose growth rescue (activation), most hits filed as activators | S. cerevisiae fusion-defective mutant growth rescue, CellTiterGlo 48 h;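 further: potency means the concentration at half of the fitted maximal effect; % of control where 0% means no effect; nearly all actives have a fitted effect of over 45% in size; temperature-sensitive fusion mutants such as fzo1-1 at 37 °C on non-fermentable ethanol glycerol medium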
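S. cerevisiae fusion-defective temperature-sensitive mutants (e.g. fzo1-1, mgm1-5) grown 48 h at 37C in YPEG (ethanol/glycerol non-fermentable) medium with 23 nl compound per well; growth rescue read as CellTiterGlo luminescence.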
ELG1 repair inh: qHTS screen for small molecules that inhibit ELG1-dependent DNA repair in human embryonic kidney (HEK293T) cells expressing luciferase-tagged ELG1; HEK293T ELG1-luciferase reporter, luminescence, 16 h; DNA damage induced by 5-fluorouridine; Potency, µM (highest dose often 46.1 µM), for the others: at the top dose activity change, negative = inhibition, actives largely listed as inhibitors; hit rate 2.3% among 330,000; further: potency means the concentration at half of the fitted maximal effect; on the % scale 0 is the no-effect control and ±100 the full control effect; nearly all actives have a fitted effect of over 55% in size
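Luminescence from the luciferase reporter, measured 30 min after ONE-Glo reagent at room temperature, was the read-out. Beforehand, 2,000 cells per well were exposed for 16 hr at 37 °C to 5-fluorouridine together with compound or vehicle.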
TSHR antagonist: Antagonists of the Thyroid Stimulating Hormone Receptor: HTS campaign; hit rate 0.2% among 330,000; AID 504810, 2011; activity change, negative = inhibition, % at 11.5 µM; TSHR-expressing cells, TSH-stimulated cAMP HTRF, 2 h; hits give low values;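 active means activity change below a set negative limit, meaning inhibition stronger than a set level, cut at about -70% in these data; inconclusive means activity change between two set negative limits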; further: on the % scale 0 is the no-effect control and ±100 the full control effect
Target sequence (P16473 whole entry, looked up): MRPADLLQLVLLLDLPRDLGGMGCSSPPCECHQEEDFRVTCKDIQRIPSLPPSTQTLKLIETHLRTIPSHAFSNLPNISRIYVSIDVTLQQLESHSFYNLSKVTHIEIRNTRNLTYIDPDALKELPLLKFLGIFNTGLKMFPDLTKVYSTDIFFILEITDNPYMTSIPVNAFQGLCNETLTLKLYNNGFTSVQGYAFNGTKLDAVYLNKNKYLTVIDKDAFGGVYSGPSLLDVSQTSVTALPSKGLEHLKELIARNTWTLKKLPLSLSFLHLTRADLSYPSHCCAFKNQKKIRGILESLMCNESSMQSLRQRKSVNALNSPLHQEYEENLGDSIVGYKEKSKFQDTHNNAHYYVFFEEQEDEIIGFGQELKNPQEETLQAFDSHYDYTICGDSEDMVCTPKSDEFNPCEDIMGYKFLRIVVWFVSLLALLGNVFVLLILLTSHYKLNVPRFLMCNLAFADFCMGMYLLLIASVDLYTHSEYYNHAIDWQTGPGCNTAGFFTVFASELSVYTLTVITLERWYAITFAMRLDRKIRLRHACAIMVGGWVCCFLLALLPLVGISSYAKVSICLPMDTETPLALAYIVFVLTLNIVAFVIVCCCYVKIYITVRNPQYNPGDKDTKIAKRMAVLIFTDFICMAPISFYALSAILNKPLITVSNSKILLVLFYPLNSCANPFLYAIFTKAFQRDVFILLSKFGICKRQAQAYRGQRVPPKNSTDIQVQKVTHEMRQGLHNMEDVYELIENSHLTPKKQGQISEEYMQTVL
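Cell-based HTRF cAMP assay; TSHR cells + compound, TSH EC80 (4nM final), 2 h, 37 deg C. Lysis with anti-cAMP cryptate and cAMP-d2, 30 min RT, read 665/620 nm.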
TCR activator: Activators of T cell receptors: qHTS campaign; AID 504894, 2011; 330,000 tested, under 10 active; primary human leukocytes, anti-CD3, IL-2 HTRF, 48 h; Potency, µM (titrated, usually from 9.22 µM), for the others: at the top dose activation of IL-2 secretion, usual class: activators; further: % of control where 0% means no effect
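Compounds are tested in HTS on primary human leukocytes co-incubated with a-CD3 beads for 48 hr. IL-2 output is measured by time-resolved FRET.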
Integrin act MD: qHTS for Activators of Integrin-Mediated Alleviation for Muscular Dystrophy. AID 624291, 2012. hit rate 0.064% among 350,000. Potency, µM (titrated, usually from 38.3 µM), inactives show at the top dose activation, usual class: activators. alpha7betagal myoblasts, beta-gal FDG fluorescence, 48 h;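 further: potency means the concentration at half of the fitted maximal effect; 100% = response of the positive control SU9516; nearly all actives have a fitted effect of over 60% in size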
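Alpha7betagal+/- myoblasts (passage 13) were plated 16-24 hr, then exposed to compounds (1:260 dilution of DMSO stock) for 48 hours at 37C. After MPER lysis, β-galactosidase reporter activity was read as FDG fluorescence (ex 480/em 540) after 30 minutes.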
PTAP TSG101 blk: qHTS Assay for Iinhibitors of HIV-1 Budding by Blocking the Interaction of PTAP/TSG101. Fluorescence polarization, FITC-PTAP peptide / Tsg101 binding. 340,000 tested, under 10 active. Tumor susceptibility gene 101 protein (Homo sapiens), Q99816. Potency, µM (series often up to 115 µM), without a hit: at the highest dose activity change, negative = inhibition, actives largely listed as inhibitors; active means well fitted inhibition curve with a large enough effect in the main read-out, with a control signal flat, not every such curve was filed as active; inconclusive means small, poorly fitted or top-dose-only effect, or effect the other way, or a change in a side signal; inactive means no such curve, though single readings can be large or run the other way; further: potency means the concentration at half of the fitted maximal effect; % of control where 0% means no effect
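Fluorescence polarization binding of Tsg101 binding domain (10 uM final) to FITC-labeled PTAP peptide (50 nM final) in HEPES pH 7.5 buffer with NaCl, Tween 20, EDTA, TCEP. Compounds added before peptide; binding 20 min at RT.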
AT treatment: qHTS Assay for Identifying a Potential Treatment of Ataxia-Telangiectasia; […] A-T fibroblasts, KAP-1 phosphorylation AlphaLISA; neocarzinostatin DNA damage 30 min before lysis; hit rate 0.19% among 320,000; AID 485349, 2010; Potency, µM (titrated, usually from 57.5 µM), without a hit: at the highest dose activation, most hits filed as activators; further: potency means the concentration at half of the fitted maximal effect; % of control where 0% means no effect; nearly all actives have a fitted effect of over 45% in size
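hTERT-immortalized A-T patient fibroblasts ([…]), 500 cells/well in OPTI-MEM, 1% FBS, got compounds for 60 min, then NCS for 30 min at 37C. Lysates were then assayed for phospho-KAP-1 by AlphaLISA (anti-pKAP1 donor, anti-KAP1 acceptor beads), 6 hr at 25C.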
Tb PFK inh: qHTS Assay to Find Inhibitors of T. brucei phosphofructokinase. ATP-dependent 6-phosphofructokinase (Trypanosoma brucei brucei), O15648. T. brucei PFK, ADP-Glo luminescence. Potency, µM (titrated, usually from 57.5 µM), without a hit: at the top dose activity, negative = inhibition, actives largely listed as inhibitors. hit rate 0.17% among 330,000;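 further: potency means the concentration at half of the fitted maximal effect; 0% = uninhibited 1x PFK enzyme wells and -100% = no-enzyme wells; nearly all actives have a fitted effect of over 60% in size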
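In TEA buffer at pH 8.0 with 5 mM MgCl2, enzyme (1.25 nM) converted F6P (0.5 mM) and ATP (0.1 mM) for 45 min at room temperature. ADP product was read by luciferase luminescence.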
An asterisk follows results filed as active; ? = inconclusive; . = no result given; [ ] = remark or other dose. Unless noted, the call rests on the fitted dose curve; in most records, active means well fitted curve in the direction sought with a large enough effect; inconclusive means small, poorly fitted or top-dose-only effect, or another doubt; inactive means no such curve, though single readings can be large; an effect the other way counts as inactive or inconclusive.

structure	Integrin act MD	ELG1 repair inh	Eya2 phos inh	S-ASM inh	AT treatment	Tb PFK inh	PTAP TSG101 blk	TSHR antagonist	Mito fusion yeast	TCR activator	Chronic BCR inh
CCS(=O)(=O)N1CCC(C(=O)Nc2cccc(F)c2)CC1	-13%	7%	-11%	2%	-3%	0%	-2%	1	0%	-1%	1%
COc1cccc(/C=C2\C(=O)N(c3cccc(C)c3)C(=O)c3ccccc32)c1	-1%	?	-8%	65%[activator]	.	18%	-10%	10	12%	0%[46.1 µM]	?
COc1ccccc1-c1cc(N)n(S(=O)(=O)c2cccc3nsnc23)n1	10%	-9%	-1%	-3%	-12%	3%	-1%	3	3%	0%	3%
CSc1nnc(CNS(=O)(=O)c2ccc(Cl)cc2)n1C	?	0%	1%	1%	-2%	2%	0%	3	-4%	4%	0%
Cc1ccc(S(=O)(=O)c2nc(S(C)(=O)=O)sc2N2CCCC2)cc1	-7%	13%	1%	2%	0%	1%	0%	-3	-4%	-3%	0%
O=C(CSc1nnc2ccccn12)c1ccc2c(c1)OCCO2	-12%	?	12%	3%	-2%	-10%	-2%	-1	-4%	-2%	2%
CN(C)CCCN(C(=O)c1ccc(S(=O)(=O)N2CCCCCC2)cc1)c1nc2ccc(Br)cc2s1	-68%[inhibitor]	?	-1%	-21%	0%	2%	-13%	-5	-13%	3%	-16%
O=C1NCCCC1C(=O)N1CCN(C(=O)C2CCCNC2=O)CC1 (stereo not drawn)	.	?	5%	.	.	-1%	.	49	-6%	.	-6%
Cc1ccnc(NC(=S)NC(=O)/C=C/c2ccco2)c1	-15%	?	6%	-5%	-2%	-12%	0%	-8	4%	1%	?
N/C(Cc1ccc(Cl)cc1)=N\OC(=O)c1cccc2ccccc12	-30%	?	3%	-10%	7%	-3%	-5%	-24	-34%[inhibitor]	-15%	?
CC(=O)c1c(C)[nH]c(C(=O)COC(=O)c2cc(C)oc2C)c1C	9%	-18%	5%	-2%	0%	-23%	-10%	5	2%	-10%	-2%
COc1cc(NC(=O)CSc2nnc3ccc(-c4ccncc4)nn23)cc(OC)c1	-19%	-15%	10%	-3%	-3%	0%	-4%	-9	0%	-9%	1%
O=C(NC1CCCC1)C(c1ccncc1)N(C(=O)Cc1cccs1)c1ccccc1 (stereo not drawn)	-18%	-2%	-2%	1%	1%	-3%	-3%	-5	1%	0%	-4%
CSc1nnc(C)c(=O)n1COC(=O)COc1ccc(Cl)cc1Cl	0%	3%	1%	1%	-2%	-3%	-7%	-1	6%	1%	10%
Cc1ccc(NC(=O)CN(C)C(=O)c2cc3ccccc3o2)cc1	?	7%	1%	-3%	3%	-5%	-1%	-8	-5%	-3%	0%
CN(C)CCCOC(=O)Cc1ccc(Cl)cc1	14%	24%	29%	1%	21%	-5%	-3%	26	-7%	3%	5%
COC(=O)C(C(=O)OC)C(C[N+](=O)[O-])c1ccc(O)c(OC)c1 (stereo not drawn)	-46%[inhibitor]	15%	-1%	4%	1%	0%	-1%	29	5%	8%[46.1 µM]	-28%
CN(C)c1ccc(C2Nc3ccccc3C(=O)N2NS(=O)(=O)c2ccccc2)cc1 (stereo not drawn)	-18%	2%	5%	-3%	0%	-5%	0%	4	2%	5%	3%
CCOC(=O)C(Cc1ccccc1)NC(=O)CCc1c(C)nc2ncnn2c1C (stereo not drawn)	2%	1%	11%	-1%	0%	-4%	-3%	-16	-2%	-3%	-2%
O=C(c1ccco1)N1CCN(C(c2ccccc2)c2nnnn2C2CCCC2)CC1 (stereo not drawn)	-5%	9%	7%	-1%	3%	4%	-4%	-6	4%	-2%[46.1 µM]	0%
COC(=O)C1=C(C)N(CCCC(=O)O)C(=O)NC1c1cccs1 (stereo not drawn)	8%	18%	6%	5%	5%	-4%	-7%	10	-7%	-1%	4%
COc1ccccc1C(=O)N/C(=C/c1ccc(Br)cc1)C(=O)NCC(=O)O	31%	12%	-7%	-1%	-2%	-6%	-1%	40	-2%	-25%	7%
Cc1c(NC(=O)CC2NC(=O)NC2=O)c(=O)n(-c2ccccc2)n1C (stereo not drawn)	.	18%	11%	.	-2%	1%	.	19	-3%	.	0%
Cc1ccc(-n2nnnc2-c2cnc(N3CCCC3)nc2C(F)(F)F)cc1	-25%	8%	-7%	-6%	3%	0%	-1%	-15	8%	-4%	2%

Full records as entered above. Screens in order: Integrin act MD | ELG1 repair inh | Eya2 phos inh | S-ASM inh | AT treatment | Tb PFK inh | PTAP TSG101 blk | TSHR antagonist | Mito fusion yeast | TCR activator | Chronic BCR inh
Profile of O=C(c1ccco1)N1CCN(C(c2ccccc2)c2nnnn2C2CCCC2)CC1 (stereo not drawn) : -5% | 9% | 7% | -1% | 3% | 4% | -4% | -6 | 4% | -2%[46.1 µM] | 0%
Profile of CN(C)c1ccc(C2Nc3ccccc3C(=O)N2NS(=O)(=O)c2ccccc2)cc1 (stereo not drawn) : -18% | 2% | 5% | -3% | 0% | -5% | 0% | 4 | 2% | 5% | 3%

(next part)
structure	Integrin act MD	ELG1 repair inh	Eya2 phos inh	S-ASM inh	AT treatment	Tb PFK inh	PTAP TSG101 blk	TSHR antagonist	Mito fusion yeast	TCR activator	Chronic BCR inh
Cn1c(=O)c(NC2CCCCC2)c2c3c(cccc31)C(=O)c1ccccc1-2	-51%[inhibitor]	18µM*	?	-13%	11%	-7%	?	-1	24%	4%	10%
S=C1NCN(Cc2cccnc2)CN1c1cccc2ccccc12	0%	-18%	-10%	1%	-3%	3%	-2%	0	7%	5%	?
O=C(c1cc2cc(Br)ccc2o1)N1CCCC1	16%	?	12%	3%	-2%	6%	-6%	-5	-1%	0%	-8%
Cc1ccccc1OC(=O)Cn1c(C(F)(F)F)nc2ccccc21	9%	1%	-29%	-1%	2%	-1%	2%	-8	-1%	1%	-9%
C[C@H](CO)N1C[C@H](C)[C@H](CN(C)S(=O)(=O)c2ccccc2)Oc2ccc(NC(=O)NC3CCCCC3)cc2CC1=O	-7%	10%	-13%	-2%	-1%	4%	-8%	-5	.	3%	-7%
NC(=O)CSc1nnc(NC(=O)c2ccc(S(=O)(=O)N3CCCCC3)cc2)s1	?	-1%	25%	-1%	-5%	5%	-3%	5	-4%	3%	7%
CCCOc1ccc(/C=c2\sc3ncnn3c2=O)cc1	10%	-4%	13%	-1%	4%	-1%	-4%	0	-7%	0%	14%
O=C(C1=C[C@H](C2CCCCC2)C[C@H](OCCCCO)O1)N1CCN(Cc2ccc3c(c2)OCO3)CC1	-11%	?	-13%	2%	-2%	0%	.	-8	-5%	-4%	?
O=C(Cn1nc2sc3ccccc3n2c(=O)c1=O)c1ccc(Cl)cc1	-2%	26%	-10%	5%	12%	1%	-13%	-2	-4%	-4%	1%
Cc1ccn2c(=O)c(NC(=O)c3cccc4ccccc34)c(C)nc2c1	-3%	5.2µM*	14%	0%	4%	-3%	-2%	1	-1%	-3%	-15%
Cc1ccccc1C1CC(=O)NC2=C1C(=O)CCC2 (stereo not drawn)	-1%	4%	-9%	25%	32%	-6%	0%	57	5%	-8%	?
COc1cnc(-c2ccccn2)nc1Oc1ccccc1	-3%	-23%	-3%	-1%	-8%	2%	0%	-2	2%	2%	-1%
COc1ccc(S(=O)(=O)c2cnc3ccccc3n2)cc1	-54%[inhibitor]	1%	-20%	0%	-8%	-4%	-1%	16	3%	-5%	?
CCOC(=O)c1ccc(NC(=O)CSc2nnc(-c3ccncc3)n2C)cc1	-20%	5%	-1%	1%	5%	-2%	-3%	-1	-3%	-4%	0%
